Screens from PubChem BioAssay.
12-LOX inh – Primary qHTS assay for inhibitors of human arachidonate 12S-lipoxygenase (ALOX12): Round 2; hit rate 1.1% among 580,000; purified 12hLO, xylenol orange hydroperoxide absorbance; Potency, µM (highest dose often 108 µM), for inactives: at the highest dose activity change, negative = inhibition, hits mostly inhibitors; note: % is set by controls: 0 for no effect and ±100 for the full control effect
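Purified human 12hLO (150 nM final) in 25 mM Hepes, 0.01% Triton X-100, pH 7.0 was preincubated 15 min at room temperature with compound. Then 40 uM arachidonic acid was added, 30 min. Hydroperoxide was read by Fe-XO absorbance ratio 573/405 nm.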
JMJD2A Tudor – qHTS Assay for Inhibitors of JMJD2A-Tudor Domain; Lysine-specific demethylase 4A (Homo sapiens), O75164; hit rate 4.4% among 390,000; AlphaScreen JMJD2A-Tudor / H3K4me3 peptide binding; Potency, µM (doses to about 114 µM), for inactives: at the highest dose activity change, negative = inhibition, actives largely listed as inhibitors; AID 504339, 2011; note: % is set by controls: 0 for no effect and ±100 for the full control effect; nearly all actives have a fitted effect of over 50% in size
rTrxR1 inhibitor – qHTS Assay for Inhibitors of Mammalian Selenoprotein Thioredoxin Reductase 1 (TrxR1): qHTS; AID 588453, 2011; hit rate 1% among 390,000; recombinant rTrxR1, NADPH fluorescence consumption, selenite substrate; Potency, µM (titrated, usually from 114 µM), for inactives: top-dose activity change, negative = inhibition, usual class: inhibitors; Thioredoxin reductase 1, cytoplasmic (Rattus norvegicus), O89049; note: % is set by controls: 0 for no effect and ±100 for the full control effect; nearly all actives have a fitted effect of over 65% in size
Target sequence (O89049 whole entry, looked up): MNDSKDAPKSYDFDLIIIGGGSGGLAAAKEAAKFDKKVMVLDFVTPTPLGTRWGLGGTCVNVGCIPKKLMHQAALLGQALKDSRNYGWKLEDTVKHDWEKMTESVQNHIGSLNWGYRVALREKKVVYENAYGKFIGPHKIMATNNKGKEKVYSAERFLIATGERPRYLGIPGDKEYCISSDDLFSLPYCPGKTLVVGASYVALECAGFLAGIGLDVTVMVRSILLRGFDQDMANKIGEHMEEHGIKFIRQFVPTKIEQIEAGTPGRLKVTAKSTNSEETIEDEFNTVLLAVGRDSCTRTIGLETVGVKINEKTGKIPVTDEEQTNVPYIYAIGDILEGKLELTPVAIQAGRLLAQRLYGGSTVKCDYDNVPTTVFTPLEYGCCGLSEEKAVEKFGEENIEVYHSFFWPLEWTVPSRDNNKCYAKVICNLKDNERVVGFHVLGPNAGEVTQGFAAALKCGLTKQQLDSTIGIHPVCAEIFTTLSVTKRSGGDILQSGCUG
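Rat TrxR1 (90 nM in the dispensed reagent) was pre-reduced with 400 uM NADPH for 5 min at room temperature, then incubated with compound for 15 min. After 400 uM selenite was added, NADPH fluorescence (Ex 340/Em 450 nm) was followed for 8 min.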
RGS4 inh – Inhibitors of Regulator of G Protein Signaling (RGS) 4: qHTS; Transcreener GDP fluorescence polarization, RGS4-accelerated GTP hydrolysis; hit rate 0.039% among 390,000; Regulator of G-protein signaling 4 (Homo sapiens), P49798; Potency, µM (series often up to 114 µM), for inactives: top-dose activity change, negative = inhibition, hits mostly inhibitors; note: % is set by controls: 0 for no effect and ±100 for the full control effect; nearly all actives have a fitted effect of over 75% in size; some results filed as inactive show a strong effect at the top dose
Target sequence (P49798 whole entry, looked up): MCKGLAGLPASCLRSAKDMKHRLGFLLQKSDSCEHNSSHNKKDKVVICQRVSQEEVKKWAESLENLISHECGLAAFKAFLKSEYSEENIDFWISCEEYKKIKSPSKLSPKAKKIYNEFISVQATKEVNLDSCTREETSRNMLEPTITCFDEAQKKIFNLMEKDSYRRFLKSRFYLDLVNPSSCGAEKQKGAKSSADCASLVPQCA
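MLSMR compounds (23 nl, pin-transferred) preincubated 10 min at room temperature with a 500nM (2x) first reagent, then RGS4 at 900nM (2x) plus Transcreener GDP mix added; fluorescence polarization (620/688 nm) read before and after 90 min at 30 °C.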
Tb PGK inh – qHTS Assay to Find Inhibitors of Phosphoglycerate Kinase. Phosphoglycerate kinase, glycosomal (Trypanosoma brucei brucei), P07378. PGK/GAPDH coupled, Kinase-Glo luminescence, 60 min. Potency, µM (series often up to 57.5 µM), for the others: top-dose activity change, negative = inhibition, most hits filed as inhibitors. hit rate 0.043% among 380,000. AID 602233, 2012; note: % is set by controls: 0 for no effect and ±100 for the full control effect; nearly all actives have a fitted effect of over 60% in size
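Luminescent ATP detection (Kinase-Glo Plus) follows a 60-minute room-temperature incubation, with wells lacking PGK as controls. Buffer: 100 mM TEA (pH 7.6), 5 mM MgCl2, 0.01% Tween-20. Coupling enzyme GAPDH (100 nM final) supplies unstable 1,3-BPG in-well.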
HP1b binding inh – HTS for Inhibitors of HP1-beta Chromodomain Interactions with Methylated Histone Tails; Chromobox protein homolog 1 (Homo sapiens), P83916; hit rate 0.56% among 390,000; AlphaScreen HP1-beta / biotin-H3K9me3 peptide binding; Potency, µM (series often up to 114 µM), inactives show at the top dose activity change, negative = inhibition, hits mostly inhibitors; note: nearly all actives have a fitted effect of over 70% in size; inactives centre near 23
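HP1-beta protein (50 nM final) preincubated 30 min at room temperature with biotinylated H3(1-18)K9me3 peptide (50 nM) in PBS pH 7.4, 0.01% Tween-20, then compound added for 30 min. AlphaScreen streptavidin donor/nickel chelate acceptor beads (10 ug/mL final), 30 min dark, luminescence read.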
Pin1 inh – qHTS Assay to Find Inhibitors of Pin1; Peptidyl-prolyl cis-trans isomerase NIMA-interacting 1 (Homo sapiens), Q13526; Pin1 FP peptide displacement, HiFluor488, 10 min; Potency, µM (top dose mostly 115 µM), without a hit: at the top dose activity, negative = inhibition, usual class: inhibitors; hit rate 0.009% among 390,000; active = well fitted inhibition curve with a large enough effect in the polarisation, with a control signal flat, not every such curve was filed as active; inconclusive = small, poorly fitted or top-dose-only effect, or effect the other way, or a change in a side signal; inactive = no such curve, though single readings can be large or run the other way; the % refers to the polarisation; note: % is set by controls: 0 for no effect and ±100 for the full control effect
Target sequence (Q13526 whole entry, looked up): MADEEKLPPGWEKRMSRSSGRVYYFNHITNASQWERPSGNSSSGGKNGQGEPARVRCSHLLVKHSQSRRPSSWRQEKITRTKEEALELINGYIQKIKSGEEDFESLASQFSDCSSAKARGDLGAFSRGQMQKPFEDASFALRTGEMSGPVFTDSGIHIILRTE
ERG-DNA inh – qHTS for Small Molecule Inhibitors of the ERG Ets/DNA interaction | fluorescence polarization, His-ERG Ets domain / labelled DNA | hit rate 0.028% among 370,000 | Transcriptional regulator ERG (Homo sapiens), P11308 | Potency, µM (series often up to 76.9 µM), for inactives: at the highest dose FP activity, negative = inhibition, actives largely listed as inhibitors; active = well fitted inhibition curve with a large enough effect in the polarisation, with a control signal flat; inconclusive = small, poorly fitted or top-dose-only effect, or effect the other way, or a change in a side signal; inactive = no such curve, though single readings can be large or run the other way; the % refers to the polarisation;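 note: polarization taken with two DNA probes labelled with fluorescein and Texas red; % of control where 0% means no effect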
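His-tagged ERG Ets domain (1 uM in the protein solution; 300mM KCl, 50mM Tris-HCl, 1mM EDTA, 1mM DTT, pH 7.5) received compound, then a probe mix of 5 nM fluorescein-DNA and 100nM Texas-615-DNA. Fluorescence polarization was read for both dyes.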
GLS inhibitor – qHTS for Inhibitors of Glutaminase (GLS); hit rate 0.21% among 410,000; AID 624170, 2012; Glutaminase kidney isoform, mitochondrial (Homo sapiens), O94925; Potency, µM (highest dose often 45.5 µM), for the others: at the top dose activity change, negative = inhibition, hits mostly inhibitors; GLS enzymatic activity, qHTS titration; note: % is set by controls: 0 for no effect and ±100 for the full control effect
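Coupled fluorescence readout: glutamate oxidase/HRP/Amplex Red detect glutamate formed by hKGA from L-glutamine (1 mM solution added). Buffer 45 mM KH2PO4 pH 8.2, 0.02% Tween-20; reads at t0 and 30 min RT.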
Numbers without * were called inactive; i = inactive; ? = inconclusive; · = no result given; & = joins results of further samples; [ ] = dose if it differs, or a comment. Unless noted, calls come from the whole dose curve; as a rule, active = well fitted curve in the direction sought with a large enough effect; inconclusive = small, poorly fitted or top-dose-only effect, or another doubt; inactive = no such curve, though single readings can be large; an effect the other way counts as inactive or inconclusive. Potency is the fitted concentration of half-maximal effect. An excerpt; the hit share may differ from the screen's.

SMILES | 12-LOX inh | JMJD2A Tudor | rTrxR1 inhibitor | RGS4 inh | Tb PGK inh | HP1b binding inh | Pin1 inh | ERG-DNA inh | GLS inhibitor
Cn1nnnc1CCOCCc1nnnn1C | 0% | -4% | 2%[57.1 µM] | 34% | 15% | 39%[activator] | -3% | 4% | -3%
CCO/N=C(\C)c1c(O)c2ccccc2n(C)c1=O | -6% | -4% | 8% | -1% | -1% | 11% | -8% | 5% | 5%
Cc1cc(NC(=O)CCC(=O)N(CCc2ccccc2)C(C(=O)NC2CCCC2)c2ccco2)no1 (configuration not stated) | 10% | -27% | 1% | 16% | -3% | -4% | 0% | 1% | 0%
CC(=O)c1cc(-c2ccc(F)cc2)n(CC(=O)NC2CCCCCC2)c1C | -30% | -5% | 12%[57.1 µM] | -8% | -2% | 27% | -4% | 3% | -6%
Cc1cccc(CCNC(=O)C2CCC(=O)N2Cc2ccc(F)cc2)c1 (configuration not stated) | 0% | -3% | 34%[57.1 µM] | -12% | -7% | 43%[activator] | -1% | 2% | -6%
O=C(NNS(=O)(=O)c1ccccc1)c1ccc(O)cc1 | 8% | -1% | -18% | 10% | -8% | 5% | 2% | -1% | 26%
Cc1ccc(-n2c(SCCN)nnc2-c2cccc(C)c2)cc1 | -17% | -16%[11.4 µM] | ? | -2%[11.4 µM] | -9% | 43%[activator] | -5% | 10% | 1%
CS(=O)(=O)N(C(=O)NC(=O)NC12CC3CC(CC(C3)C1)C2)C1CCCCC1 | -4% | -9% | 14% | 8% | 10% | 11% | -4% | 0% | 1%
Cc1ccc(S(=O)(=O)N2CCOCC2)cc1C(=O)NCc1cccs1 | -9% | -6%[11.4 µM] | 20%[57.1 µM] | 4% | -6% | 42%[activator] | 6% | -9% | -2%
C=CCn1c(SCn2nnc3ccccc3c2=O)nnc1C1CCCCC1 | -10% | -7% | 19%[57.1 µM] | -16% | 3% | 26% | -1% | 4% | 5%
Cc1ccc2c(c1)N(CCC(=O)NCc1ccccn1)C(=O)CO2 | 14% | -13% | 2% | 20% | -8% | 19% | -10% | -9% | 14%
CC(C)c1ccc(C2C3=C(CC(c4ccco4)CC3=O)Nc3nc(C(F)(F)F)nn32)cc1 (configuration not stated) | · | -15% | 9% | -22% | · | 19% | 1% | · | ·
CC(NC(=O)COc1ccccc1)C1COc2ccccc2O1 (configuration not stated) | 0% | 11% | -1% | -12% | i | 31% | -3% | -1% | -8%
CCCCC12CN3CC(C)(CN(C1)C31C(=O)N(C)c3ccc(C)cc31)C2=O (configuration not stated) | 10% | -18% | 16% | -9% | -5% | 6% | -1% | 4% | -1%
CN(C)c1ccc(/C=C(/C(=O)c2ccc(Cl)cc2Cl)n2cncn2)cc1 | -10% | ? | -22% | -15% | 3% | -11% | ? | · | 15%
CN(C(=O)c1cnc(N2CCN(c3ncccn3)CC2)c2ccccc12)c1ccc(Cl)cc1 | 28% | -25% | 26% | -3% | -8% | 7% | 0% | -21% | -14%
COc1ccc(S(=O)(=O)NCC(=O)O)cc1C(=O)NC1CCCCC1 | -25% | -7%[57.1 µM] | -6% | ? | -1% | 43%[activator] | 1% | -1% | 1%
COc1ccccc1CN1CC(C(=O)NCc2cc(C(C)C)no2)CCC1=O (configuration not stated) | ? | -4% | -6% | 9% | 3% | 31% | 3% | -4% | 2%
COc1ccc2c(CC(=O)Nc3ccccc3OC)coc2c1 | 0% | -12% | 6% | -21%[56.9 µM] | -8% | 26% | -5% | 11% | 2%
COc1ccc(-c2nn3c(-c4ccccc4)nnc3s2)cc1 | -15% | -22% | 5% | -46% | 8% | -1% | 7% | 1% | 4%
COc1cccc(NC(=O)c2sc3nc4n(c(=O)c3c2C)CCC4)c1 | 20%&-1% | -18%&-27% | 9%&-5% | 13%[56.9 µM] | -3% | 31%&1% | -1%&0% | -7%&5% | -18%&0%
CCOC(=O)c1cnc2ccc(OC)cc2c1Nc1cccc(C(C)=O)c1 | -3% | -16% | 5% | 5% | 8% | 20% | 110%[activator] | ? | 4%
Cc1ccc(CNC(=O)C2c3ccccc3C(=O)N(C)C2c2c[nH]c3ccccc23)o1 (configuration not stated) | ? | -32% | -38% | -19% | 6% | -4% | -8% | 8% | 11%
CS(=O)(=O)Cc1ccc(C(=O)Nc2cccc(-c3nc4ccccc4[nH]3)c2)cc1 | -28% | -25% | 12% | -31% | -1% | 12% | -5% | 4% | 1%
NC(=O)N/N=C1\CCS(=O)(=O)c2ccc(F)cc21 | 1% | -8% | 8% | 41% | -4% | 1% | -6% | 2% | 5%
CC(C)N1CN=C(Nc2nc3ccccc3o2)NC1 | ? | -8% | 1%[57.1 µM] | -12% | 16% | -7% | -2% | 0% | ?
CC(C)C(OC(=O)c1ccco1)C(=O)NCc1ccc2c(c1)OCO2 (configuration not stated) | -1% | -14% | 9%[57.1 µM] | -7% | i | 5% | ? | 2% | -1%
COc1cc(NC(=O)CSc2nc3[nH]c(=O)cc(O)c3s2)cc(OC)c1OC | ? | -6% | 2% | -4% | i | 70%[activator] | 30%[activator] | 10% | 5%
O=C(C[C@H]1C/C=C\CC[C@H](Cc2ccc(F)cc2)C(=O)OC[C@H]2CCCN2C1=O)NCCO | 15% | -8% | 9% | 15% | 2% | 28% | 4% | 10% | 2%
CC1CCCCC1NC(=O)CSc1nnc(-c2ccccc2)n1N (configuration not stated) | -8% | -1% | -6%[57.1 µM] | 20% | 14% | 11% | -1% | 1% | 11%
O=C1CN(C(=O)COC(=O)c2ccccc2Br)c2ccccc2N1 | 0% | -9% | 18% | -4% | -7% | 8% | -2% | -5% | -1%
CC(=O)Nc1ccc(NC(=O)C(C)OC(=O)C2(c3ccc(F)cc3)CCCC2)cc1 (configuration not stated) | 0% | -30% | -5% | -3% | -8% | 19% | -4% | 5% | 4%
COc1ccc(C2(NC(C)=O)CCN(C(=O)c3ccco3)CC2)cc1 | 32%[activator] | -13% | 13%[57.1 µM] | -23% | 0% | 9% | -3% | -3% | 10%
CC(=O)N1CCCc2cc(S(=O)(=O)N3CCC(C(=O)NC4CCC(C)CC4)CC3)ccc21 (configuration not stated) | -18% | -12% | 36%[57.1 µM] | -14% | -2% | 8%[57 µM] | -3% | -3% | -1%
O=C(Cc1ccc(Cl)cc1)NCC(=O)N1CCCCCC1 | 4% | -16% | 22% | 22% | 1% | 32% | -2% | -7% | 0%
CC(=O)Nc1ccc(S(=O)(=O)NNc2ccc([N+](=O)[O-])cc2)cc1 | ? | 6.3µM* | -11% | ? | -1% | ? | -4% | 1% | -15%
CCOc1cccc(NC(=O)c2ccc(S(=O)(=O)N(C)C)cc2)c1 | 3% | -12% | 6% | -9% | 1% | 40%[activator] | 1% | -3% | 3%
O=S(=O)(c1ccc(NC(=S)NN=C2CCCCC2)cc1)N1CCOCC1 | ? | 28µM* | -24%[57.1 µM] | -42% | 9% | 12% | -3% | -4% | ?
Cc1noc(C)c1S(=O)(=O)N1CCC(C(=O)NCCCN2CC(C)CC(C)C2)CC1 (configuration not stated) | -12% | 4% | 12%[57.1 µM] | 11% | -1% | 37% | -2% | -3% | 0%
COc1ccc2cc(Br)ccc2c1CC(=O)N1CCCC1 | 14% | -4% | -4%[57.1 µM] | 2% | -2% | 21% | 2% | 3% | -11%
CC(=O)c1cccc(NC(=O)CSc2nnc(-c3ccc(S(=O)(=O)N4CCCC4)cc3)o2)c1 | 18% | 1% | 20% | -4% | -4% | 29% | 3% | 2% | -12%
COc1ccc(Br)c2c1C(=O)CC2 | 2% | -18% | ? | 17% | 0% | 14% | -13% | 6% | -11%
CC1(C)C2CCC1(CS(=O)(=O)NC(CC(=O)O)c1cccc(Br)c1)C(=O)C2 (configuration not stated) | -8% | -8% | 13% | 27% | -3% | 21% | -11% | 0% | -8%
CC(C)(C)c1ccc(S(=O)(=O)/N=C2\C=C(NS(=O)(=O)c3ccccc3)C(=O)c3ccccc32)cc1 | 25µM* | 25µM* | ? | ? | -16% | ? | -5% | 46%[activator] | -6%
CCn1c(C(=O)Nc2ccsc2C(=O)OC)cc2sc(Cl)cc21 | -7% | 1% | 29% | 2% | -7% | 52%[activator] | -2% | 15% | 2%
